# High-throughput results from PubChem BioAssay.
# AT treatment – potential ataxia-telangiectasia treatments restoring KAP-1 phosphorylation; Potency, µM (series often up to 57.5 µM), for inactives: top-dose activation, actives largely listed as activators; 0.19% of 320,000 active; […] A-T fibroblasts, KAP-1 phosphorylation AlphaLISA; neocarzinostatin DNA damage 30 min before lysis; note: potency is the fitted concentration of half-maximal effect; % of control where 0% means no effect; nearly all actives have a fitted effect of over 45% in size
#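 hTERT-immortalized A-T patient fibroblasts ([…]), 500 cells/well in OPTI-MEM, 1% FBS, got compounds for 60 min, then NCS for 30 min at 37C. Lysates were then assayed for phospho-KAP-1 by AlphaLISA (anti-pKAP1 donor, anti-KAP1 acceptor beads), 6 hr at 25C.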
# USP2a block – inhibitors of human ubiquitin-specific protease USP2a. O75604. USP2 core, Ub-CHOP2 coupled fluorogenic reporter, 485/531. Potency, µM (highest dose often 38.3 µM), for the others: at the highest dose activity change, negative = inhibition, actives largely listed as inhibitors. 0.01% of 330,000 active. AID 463254;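 note: potency is the fitted concentration of half-maximal effect; plate controls were DMSO wells for no effect and full inhibition by NEM control for full effect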
#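 Cell-free coupled assay: 10nM USP2 core preincubated 30min RT with compound in Tris-HCl pH 8.0/CaCl2/CHAPS buffer, then 25nM Ub-CHOP2 and 25nM reporter substrate; fluorescence (Ex 485/Em 531) read after 60min RT, normalized to NEM inhibition, concentration-response curves fitted.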
# TRPV1 agonist – activates the human vanilloid receptor TRPV1. TRPV1-expressing cells, Fluo-8 calcium influx, agonist mode. 0.19% of 320,000 active. activation, % at 8.33 µM; in the data active = activation above about 80%; inconclusive = between about 30% and that limit; note: 0% is about no effect
#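 Cells expressing TRPV1 were dye-loaded with Fluo-8 and read kinetically: 10 s baseline, 3 min after compound (agonist portion), then 2 min after EC20 capsaicin (allosteric enhancer portion). Calcium-bound dye fluorescence at 480/520 nm.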
# KCNH2 3.1 inh – KCNH2 3.1 (human) potassium channel inhibition | U2OS KCNH2 3.1, thallium flux FluxOr; hits give low values | activity change, % (tested at about 1.8 µM) | 0.95% of 340,000 active;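 active = maximum activity change below -70%; inconclusive = maximum activity change from -70% to -50%; inactive = maximum activity change above -50%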;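 note: thallium influx rate constant from kinetic fluorescence after stimulation buffer; % is set by controls: 0 for no effect and ±100 for the full control effect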
#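 U2OS cells transduced with KCNH2 3.1 mutant virus (1.77 x 10^8 /mL, 4 h), plated overnight at 37 C, loaded 45 min with FluxOr dye plus Red40 quencher. Thallium flux rate constant from kinetic reads after stimulation buffer, normalised to controls.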
# TCR activator – T cell receptor activation | primary human leukocytes, anti-CD3, IL-2 HTRF, 48 h | Potency, µM (titrated, usually from 9.22 µM), inactives show at the highest dose activation of IL-2 secretion, most hits filed as activators | 330,000 tested, under 10 active; note: % of control where 0% means no effect
#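 Using a-CD3 beads without co-stimulation, primary human leukocytes were exposed to compounds for 48 hr. An HTRF IL-2 kit measured the cytokine, with europium-to-d2 energy transfer producing emission at 665nm upon 320nm excitation.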
# ELG1 DNA repair – inhibitors of ELG1-dependent DNA repair in HEK293T cells. HEK293T ELG1-luciferase reporter, luminescence, 16 h; DNA damage induced by 5-fluorouridine. 2.3% of 330,000 active. Potency, µM (doses to about 46.1 µM), for inactives: top-dose activity change, negative = inhibition, most hits filed as inhibitors; note: potency is the fitted concentration of half-maximal effect; % is set by controls: 0 for no effect and ±100 for the full control effect; nearly all actives have a fitted effect of over 55% in size
#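 5-Fluorouridine DNA damage + compound/DMSO, 2,000 cells/well, 16 h, 37 °C/5% CO2. ONE-Glo, 30 min RT, luminescence. Readout = decrease in reporter signal.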
# TSHR antag – antagonists of human thyroid stimulating hormone receptor. P16473. TSHR-expressing cells, TSH-stimulated cAMP HTRF, 2 h; hits give low values. activity change, negative = inhibition, % at 11.5 µM. 0.2% of 330,000 active. AID 504810;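 active = activity change below a set negative limit, meaning inhibition stronger than a set level, cut at about -70% in these data; inconclusive = activity change between two set negative limits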; note: % is set by controls: 0 for no effect and ±100 for the full control effect
#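 TSHR-expressing cells, 200/well, pre-treated with compound, then stimulated with EC80 TSH (4nM final) for 2 hours at 37 deg C. cAMP measured by competitive HTRF: anti-cAMP cryptate antibody in lysis buffer plus cAMP-d2, read after 30 minutes at room temperature.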
# Mito fusion act – mitochondrial division inhibition or fusion activation; Potency, µM (top dose mostly 46.1 µM), for inactives: at the highest dose growth rescue (activation), most hits filed as activators; S. cerevisiae fusion-defective mutant growth rescue, CellTiterGlo 48 h; 0.23% of 320,000 active;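 note: potency is the fitted concentration of half-maximal effect; % of control where 0% means no effect; nearly all actives have a fitted effect of over 45% in size; temperature-sensitive fusion mutants such as fzo1-1 at 37 °C on non-fermentable ethanol glycerol medium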
#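 Read-out: ATP-based luminescence (CellTiterGlo, 10 min ambient) reporting growth of fusion-defective ts yeast after 48 hours at 37C on glycerol/ethanol YPEG medium in the presence of compound.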
# KCNH2 WT inh – inhibitors of human wildtype KCNH2 potassium channel | U2OS, BacMam KCNH2, thallium flux FluxOr; hits give low values | Q12809 | AID 720551 | activity change, % at 1.84 µM | 0.37% of 340,000 active;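 active = maximum activity change below -70%; inconclusive = maximum activity change between -70% and -50%; inactive = maximum activity change above -50%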; note: % is set by controls: 0 for no effect and ±100 for the full control effect
# Target sequence (Q12809 whole entry, looked up): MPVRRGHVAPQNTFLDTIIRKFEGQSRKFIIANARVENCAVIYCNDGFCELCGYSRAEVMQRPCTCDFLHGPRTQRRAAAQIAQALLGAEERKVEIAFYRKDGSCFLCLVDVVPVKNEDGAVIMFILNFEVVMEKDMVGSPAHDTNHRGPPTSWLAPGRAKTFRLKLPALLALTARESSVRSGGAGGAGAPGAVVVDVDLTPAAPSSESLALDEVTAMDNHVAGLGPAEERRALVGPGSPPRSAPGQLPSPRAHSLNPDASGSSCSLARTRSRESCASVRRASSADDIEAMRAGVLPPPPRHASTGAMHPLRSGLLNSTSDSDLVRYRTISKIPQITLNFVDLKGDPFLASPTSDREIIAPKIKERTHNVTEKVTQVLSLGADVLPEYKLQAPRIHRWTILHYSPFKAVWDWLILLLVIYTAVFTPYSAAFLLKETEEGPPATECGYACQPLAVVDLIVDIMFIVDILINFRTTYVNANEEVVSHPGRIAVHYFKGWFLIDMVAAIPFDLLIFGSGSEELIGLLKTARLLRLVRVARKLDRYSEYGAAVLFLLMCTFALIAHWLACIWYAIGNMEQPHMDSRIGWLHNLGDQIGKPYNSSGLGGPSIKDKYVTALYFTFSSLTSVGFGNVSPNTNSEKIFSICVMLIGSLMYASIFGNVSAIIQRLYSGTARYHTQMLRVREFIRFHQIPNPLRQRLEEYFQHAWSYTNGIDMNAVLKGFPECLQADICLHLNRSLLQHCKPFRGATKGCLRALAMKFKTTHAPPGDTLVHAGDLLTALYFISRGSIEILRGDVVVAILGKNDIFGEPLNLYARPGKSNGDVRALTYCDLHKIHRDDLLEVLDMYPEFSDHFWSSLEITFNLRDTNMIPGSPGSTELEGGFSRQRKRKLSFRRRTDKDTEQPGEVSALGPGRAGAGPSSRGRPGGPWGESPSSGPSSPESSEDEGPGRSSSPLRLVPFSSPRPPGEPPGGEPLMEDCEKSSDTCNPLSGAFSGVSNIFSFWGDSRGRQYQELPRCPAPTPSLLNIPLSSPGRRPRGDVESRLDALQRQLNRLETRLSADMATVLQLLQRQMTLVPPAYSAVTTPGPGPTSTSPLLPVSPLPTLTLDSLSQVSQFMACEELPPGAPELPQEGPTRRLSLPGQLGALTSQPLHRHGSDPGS
#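 U2OS cells transduced with wild-type KCNH2 virus are loaded with FluxOr dye for 45 min, and thallium flux is measured in kinetic reads before and after stimulation buffer. Rate constants are normalized to DMSO controls.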
# Eya2 phos inh – Eya2 (human) phosphatase inhibition. 0.006% of 330,000 active. Potency, µM (series often up to 76.9 µM), for the others: at the highest dose activity, negative = inhibition, most hits filed as inhibitors. O00167. recombinant Eya2, OMFP fluorescence dephosphorylation (OMFP is methylfluorescein phosphate). AID 488837; note: potency is the fitted concentration of half-maximal effect; % is set by controls: 0 for no effect and ±100 for the full control effect
#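 Eya2 (0.2 uM) preincubated 10 min at ambient with compound, then OMFP substrate added at 50 uM; 10 min reaction in 50 mM HEPES pH 7.5, 50 mM NaCl, 5 uM MgCl2, 0.05% BSA, 1 mM DTT. Fluorescence read at Ex 485/Em 525 nm.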
# An asterisk follows results filed as active; i = inactive; ? = inconclusive; / = not tested or not shown; [ ] = dose if it differs, or a comment. Unless noted, calls come from the whole dose curve; as a rule, active = well fitted curve in the direction sought with a large enough effect; inconclusive = small, poorly fitted or top-dose-only effect, or another doubt; inactive = no such curve, though single readings can be large; an effect the other way counts as inactive or inconclusive. These rows are one share of the data; the hit share may differ from the screen's.
SMILES,AT treatment,USP2a block,TRPV1 agonist,KCNH2 3.1 inh,TCR activator,ELG1 DNA repair,TSHR antag,Mito fusion act,KCNH2 WT inh,Eya2 phos inh
Cc1cc(C(F)F)n2ncc(C(=O)NCCc3ccc(Cl)cc3)c2n1,-3%,2%,-1,-11,3%,8%,-12,22%,-2,-5%
Cc1ccc(N(C(=O)CS(=O)CC(=O)Nc2ccc(F)cc2)C(C(=O)NC2CCCCC2)c2ccco2)cc1 (configuration not stated),12%,0%,-14,-2,1%[46.1 µM],-1%,-3,-6%,-3,-7%
Clc1ccc2c(c1)c1cc(Cl)ccc1n2CN1CCOCC1,?,-1%,-4,3,1%[46.1 µM],1%,5,5%,17,-1%
CCC(=O)NC1(C(F)(F)F)C(=O)Nc2c1c(=O)n(C)c(=O)n2C (configuration not stated),2%,2%,-1,-3,-3%,16%,12,-3%,-2,12%
Cc1ccc(C)c(NC(=S)NNc2ccc(F)cc2F)c1,-9%,-1%,?,6,1%,-1%,-5,-18%,-40,-4%
CCc1cc(N2CCOCC2)cc2c1[nH]c1ccccc12,-1%,1%,20,1,/,-17%,5,5%,8,-13%
Cc1cc(-c2nn(-c3ccccc3F)cc2CNCCc2cnccn2)c(C)s1,-1%,-4%,?,12,-6%,4%,15,-7%,4,3%
COC(=O)c1cc(COC(=O)CNC(=O)c2cccc(C)c2)oc1C,-7%,1%,2,5,0%,10%,-1,-3%,-8,-8%
Cc1ccc([N+](=O)[O-])cc1S(=O)(=O)Nc1ccc(-c2ccc(N3CCOCC3)nn2)cc1,-1%,-1%,0,-12,11%,16%,-43,-7%,9,8%
CC(=O)c1c(C)oc2ccc(N(C(C)=O)S(=O)(=O)c3ccc(F)cc3C)cc12,1%,4%,7,-2,2%,?,-5,-8%,4,0%
COc1cc(CCC(=O)OCC(=O)Nc2cccc(S(=O)(=O)N(C)C)c2)cc(OC)c1OC,8%,2%,1,-19,-3%[46.1 µM],-1%,-7,-2%,0,5%
O=C(COc1ccc(S(=O)(=O)N2CCOCC2)cc1)NCCN1CCOCC1,7%,1%,-1,5,2%,-1%,10,-5%,2,2%
CCOC(=O)c1nn(-c2ccc(C)cc2)c(=O)cc1OCC(=O)Nc1cc(C)ccc1OC,4%,-1%,-2,1,0%,12%,13,10%,4,13%
CC(=O)n1cc([C@H]2C=C(C(=O)N3CCN(Cc4ccc5c(c4)OCO5)CC3)O[C@@H](OCc3ccc(CO)cc3)C2)c2ccccc21,-18%,5%,2,4,11%,?,-3,0%,-5,-3%
COc1cc2ccccc2cc1C(=O)N1CCN(C)CC1,11%,4%,2,1,5%,15%,7,2%,-12,-29%
CCc1ccc(CCC(=O)Nc2ccc(OC)cc2)o1,-2%,-1%,20,4,10%[46.1 µM],14%,-4,-3%,-5,4%
COC(=O)c1c(NC(=O)C2=COCCO2)sc(C)c1C,3%,1%,-2,13,-3%,-19%,-21,21%,4,3%
COc1ccc(NC(=O)N2CCC(n3cnc4ccccc43)CC2)cc1,3%,1%,14,7,6%,9%,14,-3%,-3,-3%
O=C(c1ccco1)N1CCN(C(=O)c2cc3sccc3n2Cc2ccccc2)CC1,2%,0%,-1,10,10%,-4%,-13,1%,16,0%
CC(=O)O[C@@H]1[C@@]2(C)O[C@H]2CC[C@]23O[C@H]2[C@H](OC3=O)C2=C(C)C(=O)O[C@@]21O,-9%,3%,-2,-11,8%,2%,3,-4%,4,0%
Cc1ccc(NC(=S)N(CCCN2CCOCC2)Cc2ccccn2)cc1Cl,-5%,5%,24,4,3%[46.1 µM],2%,12,7%,-5,-4%
CCC(C)(C)C1CCc2[nH]nc(C(=O)NC3CCCC3)c2C1 (configuration not stated),-2%,-1%,-1,-16,-1%,-8%,-17,?,3,-6%
COc1ccccc1/C=C/c1onc(C)c1S(=O)(=O)N1CCC(C(=O)NC(C)C)CC1,-12%,0%,?,-5,0%,?,8,1%,-7,-7%
Cc1nc(N2CCCCC2)sc1C(=O)c1cccc([N+](=O)[O-])c1,0%,5%,16,-12,0%,2%,-11,2%,-1,-22%
COc1ccc(C(=O)N2CCOC2CNC(=O)C(=O)NCc2ccccc2Cl)cc1 (configuration not stated),-7%,0%,1,-4,-2%,-10%,19,1%,0,-3%
# (further entries)
SMILES,AT treatment,USP2a block,TRPV1 agonist,KCNH2 3.1 inh,TCR activator,ELG1 DNA repair,TSHR antag,Mito fusion act,KCNH2 WT inh,Eya2 phos inh
CC(NC(=O)COc1cccnc1[N+](=O)[O-])c1ccc(F)cc1 (configuration not stated),1%,0%,0,27,3%,10%,-21,6%,-8,-16%
CC(=O)Nc1ccc(NC(=O)c2cc(=O)c3cc(C)cc(C)c3o2)cc1,-7%,-1%,1,0,-16%,-1%,-5,15%,/,-9%
CCCCCc1nnc(NC(=O)Cc2ccc([N+](=O)[O-])cc2)s1,4%,-2%,0,12,-4%,-8%,-6,3%,-1,3%
O=c1c(-c2ccc(Cl)cc2)cnc2n1CCS2,-1%,2%,7,-7,-6%,?,-7,0%,-2,-5%
Oc1ccc(C=Nc2ccc3ncccc3c2)c(O)c1,-8%,-3%,0,/,/,-3%,15,-2%,/,12%
CCc1cc2c(CN3CCN(CC)CC3)cc(=O)oc2cc1O,-2%,2%,3,1,-11%,-1%,-2,-1%,-5,18%
O=C(N/C(=C\c1ccco1)C(=O)N1CCCC1)c1cccs1,6%,1%,-4,-10,8%,0%,0,-3%,-40,-31%
O=C(COc1ccc(Cl)cc1Br)N1CCN(S(=O)(=O)c2ccccc2)CC1,-1%,2%,27,19,4%,?,-9,-1%,-4,-8%
CC(C)Nc1nc(Cl)nc(N(C#N)CN2C(=O)c3ccccc3S2(=O)=O)n1,0%,2%,/,-6,-8%,2%,-31,-6%,-21,8%
Cc1nc(SCC(=O)N(C)C2CCS(=O)(=O)C2)c(C#N)c(C)c1C (configuration not stated),-10%,2%,1,1,-1%,0%,11,-1%,1,-13%
O=C(NCCCN1CCCC1=O)c1ccc(OCc2ccccc2)cc1,6%,7%,1,0,5%,17%,-9,0%,5,3%
c1ccc(-c2nccnc2-c2ccccc2)cc1,-2%,1%,-1,-2,-1%,-1%,-5,3%,-1,-5%
Cc1cc(Nc2ccccc2Cl)nc(-c2ccccc2O)n1,?,-20%,2,-7,-2%,?,-11,9%,11,-2%
COc1ccc(N2C(=O)C(Cl)=C(NCc3ccccc3)C2=O)cc1,/,1%,9,-9,-4%,25%,-6,0%,1,-1%
Nc1cnccc1C(=O)O,-1%,4%,6,-18,0%,1%,-1,-1%,i,-1%
O=C(CNC(=O)c1cccs1)Nc1ccc(N2CCOCC2)cc1,-1%,0%,-1,10,7%,?,-5,0%,3,-6%
Cc1ccc(-n2ncc3c2CC(C)(C)CC3NC(=O)CCc2ccc(=O)[nH]n2)cc1 (configuration not stated),-4%,1%,4,-9,-4%,-1%,0,-10%,5,-2%
Nc1nc(-c2ccco2)nn1C(=O)c1ccccc1Cl,4%,1%,-1,21,3%,-9%,-2,-6%,3,9%
COc1nnc(-c2ccc(C)c(S(=O)(=O)NCC3CCCO3)c2)c2ccccc12 (configuration not stated),1%,2%,6,1,8%,?,0,2%,-9,9%
Nc1nc(-c2ccc(Cl)cc2)nn1C(=O)c1ccco1,1%,8%,3,-33,1%,?,-4,-4%,0,-13%
Cc1ccc(S(=O)(=O)N2CCC(C(=O)Nc3ccc(N4CCOCC4)cc3)CC2)cc1C,-12%,-1%,19,-5,6%,-2%,-4,-3%,-11,-17%
CC1(C)S/C(=N/N=C/c2cccs2)NC1=O,-5%,3%,-5,-7,1%,?,-1,1%,-16,1%
NC(=O)c1csc(-c2ccncc2)n1,12%,0%,8,7,-4%,0%,0,0%,-16,10%
CC(C)Nc1nc(C#N)nc(NC(C)C)n1,1%,0%,-3,-12,-6%,7%,12,-1%,5,-2%
O=C(O)c1cccc(N/N=C/c2ccc(-c3ccccc3)cc2)c1,8%,1%,2,-8,-7%,?,-21,3%,2,18%
N#CCCn1cc(C(=O)Nc2ccc([N+](=O)[O-])cc2)c(-c2cccs2)n1,4%,-5%,0,-7,-1%,-26%,-5,-1%,i,-1%
Cc1ccc(CCNC(=O)CCn2c(=O)c3cccn3c3ccc(F)cc32)cc1,5%,1%,-1,8,0%,-4%,2,3%,-6,5%
CSc1nc(NCC(C)O)c2c3c(sc2n1)CN(C)CC3 (configuration not stated),4%,-1%,-1,4,-5%,-6%,-11,-10%,6,-2%
Cc1ccc(NS(=O)(=O)c2ccc3oc(=O)ccc3c2)cc1Cl,6%,0%,1,20,-3%,-4%,-8,3%,3,-4%
